Screens from PubChem BioAssay.
MPTP inh: mitochondrial permeability transition pore inhibitors, primary screen, biochemical, isolated mouse mitochondria, absorbance | 360,000 compounds, 1.4% hits | AID 602449, 2012 | inhibition, % at 10 µM | Ca2+ swelling absorbance, 30 min;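 active = inhibition of 50% or more, scaled per plate between neutral and stimulator controls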;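 note: 0% = DMSO wells given calcium and 100% = 1 mM EGTA wells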
SENP6 block: SENP6 protease inhibitors, primary screen, biochemical, luminescence, uHTS. Recombinant SENP6 catalytic domain, aminoluciferin luminescence. inhibition, % at 10 µM. 330,000 compounds, 1.8% hits. AID 2599, 2010;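 active = inhibition above about 50% at the single tested dose, limit read from the data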;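 note: plate controls were DMSO wells with enzyme for no effect and DMSO wells lacking enzyme for full effect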
NR3A LBD binder: binders of NR3A ligand-binding domain, primary screen, biophysical, differential scanning fluorimetry, uHTS | Glutamate receptor ionotropic, NMDA 3A (GRIN3A) ligand-binding domain | NR3A LBD differential scanning fluorimetry, Tm shift; 0% = protein alone, 100% = glycine-bound protein | Tm shift relative to glycine control, % at 25 µM | 340,000 compounds, 2.5% hits;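 active = melting temperature shift of at least 10% of the positive control shift, at one fixed dose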
hIAP activ: human IAP activators, primary screen, biochemical, luminescence, uHTS. 330,000 compounds, 0.16% hits. AID 2524, 2010. purified human IAP, CDP-Star luminescence, 30 min; stronger effect = higher value; 1 = vehicle-only enzyme, 0 = enzyme-free background. Intestinal-type alkaline phosphatase (Homo sapiens), P09923. activation factor at 10 µM;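 active = activation factor of the enzyme at least 2-fold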; note: the source names both 10 and 20 µM as test concentration; values of inactives mirror those of a sister screen read the other way
PfGluPho inh: PfG6PD enzyme inhibitors, primary screen, biochemical, fluorescence intensity, uHTS | inhibition, % at 20 µM | glucose-6-phosphate dehydrogenase-6-phosphogluconolactonase (Plasmodium falciparum 3D7) | 350,000 compounds, 0.78% hits | PfGluPho enzyme, NADPH resazurin-diaphorase fluorescence;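 active = inhibition reaching at least a set limit at 20 µM in the primary screen, cut at about 59% in these data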;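 note: 0% = DMSO wells with substrate and 100% = DMSO wells lacking glucose-6-phosphate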
SENP1 FRET inh: human SENP1 catalytic domain inhibitors, primary screen, biochemical, FRET, uHTS; recombinant SENP1 catalytic domain, CyPet-SUMO1-YPet FRET cleavage; 360,000 compounds, 0.21% hits; inhibition, % at 10 µM; AID 624204, 2012; Sentrin-specific protease 1 (Homo sapiens), Q9P0U3;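 active = inhibition at least 30% at 10 µM, raw YFP signal under a set limit, fluorescence ratio 0.5 to 1.5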;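 note: 0% = enzyme with DMSO and 100% = no enzyme wells; some results filed as inactive read as strong as hits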
Target sequence (Q9P0U3 419-644 limits assumed): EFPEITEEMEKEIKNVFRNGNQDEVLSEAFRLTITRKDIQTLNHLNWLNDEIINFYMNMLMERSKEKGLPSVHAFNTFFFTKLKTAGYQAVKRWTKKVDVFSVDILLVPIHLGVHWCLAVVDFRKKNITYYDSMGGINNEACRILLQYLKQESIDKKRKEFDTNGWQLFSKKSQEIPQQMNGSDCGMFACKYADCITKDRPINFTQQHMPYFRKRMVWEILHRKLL
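Assay system – human recombinant His6-tagged SENP1 catalytic domain enzyme · Input – SENP1 enzyme, 20 pM final · Buffer or medium – Tris pH 8 buffer plus EDTA, NaCl, BME, BSA, NP40, catalase · Schedule – 50 min reaction at room temperature · Technique – FRET read of cyan and yellow fluorescence · Control set – no-enzyme wells low, DMSO-plus-enzyme wells high control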
ATG4B inhibitor: ATG4B protease inhibitors, primary screen, biochemical, fluorescence, uHTS; Cysteine protease ATG4B (Homo sapiens), Q9Y4P1; ATG4B cleavage of LC3-PLA2, NBD-HPC fluorescence, 1 h; inhibition, % at 8.33 µM; 340,000 compounds, 0.51% hits; in the data active = inhibition above about 40%
Target sequence (Q9Y4P1 whole entry, looked up): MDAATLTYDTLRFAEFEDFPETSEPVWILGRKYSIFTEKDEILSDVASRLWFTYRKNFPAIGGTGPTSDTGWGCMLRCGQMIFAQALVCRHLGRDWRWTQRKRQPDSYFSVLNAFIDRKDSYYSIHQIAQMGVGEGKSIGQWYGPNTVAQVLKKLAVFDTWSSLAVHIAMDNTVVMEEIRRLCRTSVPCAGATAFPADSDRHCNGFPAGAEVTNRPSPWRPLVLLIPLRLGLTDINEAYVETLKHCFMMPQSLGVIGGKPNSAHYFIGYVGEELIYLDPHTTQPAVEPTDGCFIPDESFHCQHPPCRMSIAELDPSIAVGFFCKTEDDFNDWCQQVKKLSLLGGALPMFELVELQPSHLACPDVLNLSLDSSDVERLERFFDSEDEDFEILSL
SENP8 inh: human SENP8 protease inhibitors, primary screen, biochemical, fluorescence, Nedd8 protein substrate, uHTS; 360,000 compounds, 0.64% hits; inhibition, % at 20 µM; Sentrin-specific protease 8 (Homo sapiens), Q96LD8; recombinant SENP8; in the data active = inhibition mostly above about 40%, no sharp cut-off; inactive = mostly below about 27%
Target sequence (Q96LD8 whole entry, looked up): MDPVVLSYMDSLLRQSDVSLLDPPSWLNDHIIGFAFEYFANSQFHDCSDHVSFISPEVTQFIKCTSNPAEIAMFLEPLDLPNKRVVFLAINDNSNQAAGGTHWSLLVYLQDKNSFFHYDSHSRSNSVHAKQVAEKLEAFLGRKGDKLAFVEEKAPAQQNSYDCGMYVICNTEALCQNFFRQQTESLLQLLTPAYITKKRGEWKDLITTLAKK
Starred values were filed as active, the others as inactive; · = no result given; & = joins results of further samples.

Every second line gives: ATG4B inhibitor	SENP1 FRET inh	SENP6 block	hIAP activ	NR3A LBD binder	MPTP inh	SENP8 inh	PfGluPho inh
- N#CCCN1CCN(S(=O)(=O)c2ccc(S(=O)(=O)NC3CCCCC3)cc2)CC1
 : -1	2	-11	0.98	0	-0.4	5	3
- COCC(=O)Nc1sc2c(c1C(=O)OC)CCC(C)C2 (stereo not drawn)
 : -12	1	8	1	-2	1.4	-30	12
- COc1ccc(OC)c2sc(N3CCN(C(=O)c4ccc5ncsc5c4)CC3)nc12
 : -9	1	-4	1	·	-2.8	10	34
- COc1ccc(OC)c(/C=C(\C)C(=O)c2c(C)cc(C)[nH]c2=O)c1
 : -6	0	-20	1.1	2	1.6	14	4
- CCN1CCN(CC(O)COc2ccc(C)c(C)c2)CC1 (stereo not drawn)
 : -5&-8	0&1	6	1.3	0&-2	-2.4&-0.3	8&6	-10&4
- CCC(C)NC(=O)CS(=O)Cc1nc(-c2ccccc2C)oc1C (stereo not drawn)
 : -1	-1	0	1.1	-1	1.7	0	-2
- CC(=O)c1c(C)[nH]c(C(=O)COC(=O)C2CC2)c1C
 : -13	2	-8	1	0	0.4	13	13
- Cc1ccccc1C(=O)Nc1ccccc1NC(=O)c1ccccc1Br
 : -2	0	-2	0.97	1	0.3	12	3
- CNC(=O)CC(C(=O)O)c1ccc(OC(C)C)cc1 (stereo not drawn)
 : -7	3	3	1.1	1	-1.5	13	-27
- CCC1Oc2ccc(C)cc2N(CC(=O)NCCCN2CCOCC2)C1=O (stereo not drawn)
 : 8	3	-21	1	0	-0.7	9	-15
- Cn1nccc1C(=O)N1CCN(c2cccc(Cl)c2)CC1
 : -4	2	-12	0.93	0	-1.0	8	14
- COc1ccc(CN2C(=O)c3cccnc3C2=O)cc1S(=O)(=O)NCc1ccc(C)cc1
 : -2	2	-7	0.92	-3	-2.8	13	-9
- CCCCN(C)CCn1c(=S)[nH]c2ccc(N3CCOCC3)cc2c1=O
 : -7	-27	2	0.96	-3	1.8	-304	12
- CC(NC(=O)c1cccc2ccccc12)c1ccc2c(c1)CCCC2 (stereo not drawn)
 : -12	1	-10	1	-1	1.0	4	12
- O=C(NC1CCCC1)C(c1ccccc1F)N(C(=O)c1csnn1)C1CC1 (stereo not drawn)
 : -8	1	-20	1	0	0.6	9	4
- COc1cc2c(cc1OC)C(c1cc(Br)c(OC)c(OC)c1)CC(=O)N2 (stereo not drawn)
 : 1	2	-7	1.4	-2	0.8	8	-10
- C=CCn1c(SCc2c(C)noc2C)nc2ccccc2c1=O
 : 18	2	-6	0.74	0	0.3	13	-10
- Cn1nc(C(=O)Nc2cc(Cl)ccc2N2CCCC2)c2ccccc2c1=O
 : -4	-2	-1	1	1	-0.2	-29	5
- Cc1c(OCc2nn[nH]n2)ccc2c3c(c(=O)oc12)CCC(C)C3 (stereo not drawn)
 : 9	-70	13	0.95	-4	3.1	-230	-34
- C[C@@H]1CN([C@H](C)CO)C(=O)c2cc(NC(=O)Nc3cccc4ccccc34)ccc2O[C@H]1CN(C)Cc1ccc(C(F)(F)F)cc1
 : -9	1	-30	1.1	23*	-0.3	-23	18
- COC(=O)c1cc(Br)c(=O)n(-c2ccccc2OC)c1
 : -11	3	-11	0.9	-1	6.7	5	5
- O=C(O)COc1ccc2c3c(c(=O)oc2c1)CCCC3
 : -3	1	13	1	-2	-0.4	6	-2
- COC(=O)c1sccc1N/N=C/c1ccc(OC)c(OC)c1OC
 : 6	-1	21	0.89	-4	-7.0	-405	17
- O=C(CC(SCCO)c1ccc([N+](=O)[O-])cc1)c1ccco1 (stereo not drawn)
 : 11	1	2	1.1	40*	-0.8	-4	-1
- C=C(C)CNC(=S)N/N=C/c1c(F)cccc1F
 : 8	1	-11	1	1	-1.8	3	-11
- O=C(O)c1cccc(-n2c(-c3cnccn3)n[nH]c2=S)c1
 : 1	0	6	1	1	-0.4	12	4
- COc1cc(CN2CCN(Cc3c[nH]c4ccccc34)CC2CCO)cc(OC)c1 (stereo not drawn)
 : -3	1	-27	0.97	-1	-1.5	20	-1
- CCCc1c(O)nc(SCc2ccccc2)[nH]c1=O
 : -8	2	-18	1	-1	-0.1	-2	11
- C#CCNC(=O)C1=C[C@@H](c2ccccc2)C[C@@H](OCc2ccc(CO)cc2)O1
 : -7	-3	-14	1.1	0	0.0	-8	11
- O=C(/C=C/c1ccc([N+](=O)[O-])cc1)N1CCN(S(=O)(=O)c2cccs2)CC1
 : -1	1	-1	1	-1	3.5	8	5

Part of the list above in order of SMILES length, highest first.
Every second line gives: ATG4B inhibitor	SENP1 FRET inh	SENP6 block	hIAP activ	NR3A LBD binder	MPTP inh	SENP8 inh	PfGluPho inh
- C#CCNC(=O)C1=C[C@@H](c2ccccc2)C[C@@H](OCc2ccc(CO)cc2)O1
 : -7	-3	-14	1.1	0	0.0	-8	11
- O=C(O)c1cccc(-n2c(-c3cnccn3)n[nH]c2=S)c1
 : 1	0	6	1	1	-0.4	12	4
- COC(=O)c1cc(Br)c(=O)n(-c2ccccc2OC)c1
 : -11	3	-11	0.9	-1	6.7	5	5
- C=CCn1c(SCc2c(C)noc2C)nc2ccccc2c1=O
 : 18	2	-6	0.74	0	0.3	13	-10
- COCC(=O)Nc1sc2c(c1C(=O)OC)CCC(C)C2 (stereo not drawn)
 : -12	1	8	1	-2	1.4	-30	12

Going on with the list.
Every second line gives: ATG4B inhibitor	SENP1 FRET inh	SENP6 block	hIAP activ	NR3A LBD binder	MPTP inh	SENP8 inh	PfGluPho inh
- COc1ccc(CNn2c(C)nc3ccccc3c2=O)cc1
 : -7	3	-5	1.1	-5	-0.1	0	-4
- CCOC(=O)C1=C(CSc2nccn2C)NC(=O)NC1c1cc(C)ccc1C (stereo not drawn)
 : 2	1	-14	0.8	0	0.9	13	-6
- Cc1ccccc1CNC(=O)CC1C(=O)NCCN1Cc1c(F)cccc1Cl (stereo not drawn)
 : -1	1	5	0.82	-1	1.2	5	17
- COc1cccc(CN(C)C(=O)Nc2cccc(C(F)(F)F)c2)c1OC
 : -2	-2	-11	0.81	2	7.2	3	-11
- COC(=O)C1(C)NC(c2ccco2)C2C(=O)N(c3ccc(F)cc3)C(=O)C21 (stereo not drawn)
 : 3	1	13	0.93	1	-0.6	1	1
- CCN(CC)S(=O)(=O)c1ccc(N2CCOCC2)c(NC(=O)C23CC4CC(CC(Cl)(C4)C2)C3)c1
 : -3	-1	-6	1	0	1.3	9	-6
- Cc1cccc(-c2ccc3c(c2)C2CC3CCN2C(=O)OCc2ccccc2)c1 (stereo not drawn)
 : 6	2	·	·	-1	-0.7	3	-1
- CCOc1ccc(N(CC(=O)NC2CCCCC2C)S(=O)(=O)c2c(C)noc2C)cc1 (stereo not drawn)
 : -3	1	12	0.89	1	0.0	18	7
- COc1ccc(CNCCCSc2ncccn2)c(OC)c1
 : 0	1	-12	1.3	3	4.5	16	-1
- CCn1c(-c2cc(-c3cccc(OC)c3)nc3ccccc23)n[nH]c1=S
 : -10	1	-4	0.91	-17	1.3	-37	30
- CNC(=O)c1ccc(Nc2nc(-c3ccccc3)nc3ccccc23)cc1
 : -21	-3	21	1	8	1.6	-317	-3
- N#Cc1cc2c(nc1SCc1cccnc1)CCC2
 : 6	0	-15	1.2	-3	-1.3	11	-9
- Nc1nnc(SCC(=O)c2ccccc2)s1
 : -6	1	-11	1.2	1	0.9	18	5
- COc1ccc(-c2nn(-c3ccccc3)cc2/C=C/C(=O)N2CCN(c3ccccn3)CC2)cc1
 : 23	0	-7	0.9	-4	-2.1	-165	8
- O=C1CCC(=O)N1OCCCOc1ccc2c(c1)CCC2
 : 5	3	-19	0.99	-7	34	12	-6
- O=C(NC(=S)Nc1ccccn1)c1ccc([N+](=O)[O-])cc1
 : 7	0	7	0.99	11*	-0.7	8	5
- O=C(CCc1ccccc1)Nc1ccc2c(c1)OCO2
 : -2	-1	11	1.1	0	-0.3	7	-21
- COc1ccccc1CNC(=O)[C@H](C)N1C(=O)N2CCc3c([nH]c4ccccc34)[C@@]2(C)C1=O
 : -22	3	-2	0.77	-1	1.2	43*	-1
- CC(=O)Nc1ccc(-c2nnc(SCc3c(C)cc(C)cc3C)n2C)cc1
 : -15	-1	1	0.96	3	6.8	4	3
- O=C(NC1CCCC1)C1CCN(C(=O)c2cc(Cl)ccc2Cl)CC1
 : 0	0	-13	0.97	-1	-3.6	6	1
- CCCN1CCC(=O)N([C@H](CSc2ccc(OC)cc2)c2ccccc2)CC1
 : 3	-28	-12	0.91	0	-1.2	-62	7
- Cc1cc(C)c(NC(=O)Cn2nnc(C(=O)NCCc3ccccc3)c2N)c(C)c1
 : 0	1	-39	1	3	1.2	5	7
- CCCCN1C(=O)N(C)C2NC(=O)NC21 (stereo not drawn)
 : 5	0	7	0.97	2	-1.6	12	7
- O=C(NNC(=S)NCc1ccc(Cl)cc1)c1ccc(Br)o1
 : 4	4	-10	1.6	1	-1.4	3	0
- COC(C(=O)NCc1ccccc1C)c1ccccc1 (stereo not drawn)
 : 5	2	-21	0.92	-1	-0.3	22	-3
- COc1ccc(C2CC(C(F)(F)F)n3nc(CO)c(Cl)c3N2)cc1OC (stereo not drawn)
 : 0	4	-14	0.96	-3	-1.8	-3	-17
- C/C(=N\N=c1/scc(C)n1Cc1ccco1)c1cccc([N+](=O)[O-])c1
 : 9	5	13	1.2	-1	2.8	19	13
- O=C(Cc1ccc2c(c1)OCCO2)Nc1ccc(Cl)c(S(=O)(=O)N2CCOCC2)c1
 : -1	3	-2	1	-1	1.5	10	5
- Cn1c2c(c3ccccc31)CCN1CCC[C@]21c1ccccc1
 : -7	-8	19	0.92	-3	1.0	-2	16
- O=C(C1CCCN(Cc2ccccc2F)C1)N1CCCCC1 (stereo not drawn)
 : 4	2	-3	1	-2	1.1	23	-24
- Cc1ccc2cc(NC(=O)c3ccccc3)ccc2n1
 : -13	2	62*	0.95	-7	0.4	3	36
- Cc1cc(-c2n[nH]c(=S)n2/N=C/C=C/c2ccccc2)n[nH]1
 : 5	1	-13	1.4	0	0.6	13	25

Some of the entries above, reformatted.
mol	ATG4B inhibitor	SENP1 FRET inh	SENP6 block	hIAP activ	NR3A LBD binder	MPTP inh	SENP8 inh	PfGluPho inh
CCOc1ccc(N(CC(=O)NC2CCCCC2C)S(=O)(=O)c2c(C)noc2C)cc1 (stereo not drawn)	-3	1	12	0.89	1	0.0	18	7
Cc1ccc2cc(NC(=O)c3ccccc3)ccc2n1	-13	2	62*	0.95	-7	0.4	3	36

An excerpt of these results, field by field.
C/C(=N\N=c1/scc(C)n1Cc1ccco1)c1cccc([N+](=O)[O-])c1
- ATG4B inhibitor: 9
- SENP1 FRET inh: 5
- SENP6 block: 13
- hIAP activ: 1.2
- NR3A LBD binder: -1
- MPTP inh: 2.8
- SENP8 inh: 19
- PfGluPho inh: 13

O=C(C1CCCN(Cc2ccccc2F)C1)N1CCCCC1 (stereo not drawn)
- ATG4B inhibitor: 4
- SENP1 FRET inh: 2
- SENP6 block: -3
- hIAP activ: 1
- NR3A LBD binder: -2
- MPTP inh: 1.1
- SENP8 inh: 23
- PfGluPho inh: -24
